Compound activity deposited in PubChem by Sanford-Burnham Center for Chemical Genomics.
A3A deaminase – inhibitors of human APOBEC3A DNA deaminase; P31941; recombinant A3A, FAM/TAMRA ssDNA deamination fluorescence; inhibition, % at 20 µM; actives 0.41% (n = 330,000);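 active = at least 40% inhibition at 20 µM here, with at most 30% in a related deaminase screen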;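 also: plate controls were A3A with DMSO for no effect and wells lacking A3A enzyme for full effect; some results filed as inactive read as strong as hits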
MPTP inh – blocks calcium-induced mitochondrial swelling | isolated mouse mitochondria, Ca2+ swelling absorbance, 30 min | inhibition, % at 10 µM | actives 1.4% (n = 360,000) | AID 602449;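 active = inhibition of 50% or more, scaled per plate between neutral and stimulator controls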;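 also: 0% = DMSO wells given calcium and 100% = 1 mM EGTA wells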
APOBEC3G inh – blocks human APOBEC3G single-stranded DNA deamination | Q9HC16 | recombinant A3G, ssDNA deamination FAM/TAMRA fluorescence | inhibition, % at 20 µM | actives 0.28% (n = 330,000);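 active = inhibition of at least 40% at 20 µM, with no more than 30% in the related APOBEC3A deaminase screen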;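 also: plate controls were DMSO wells with A3G for no effect and wells lacking A3G enzyme for full effect; some compounds called inactive have numbers as strong as hits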
Target sequence (Q9HC16 whole entry, looked up): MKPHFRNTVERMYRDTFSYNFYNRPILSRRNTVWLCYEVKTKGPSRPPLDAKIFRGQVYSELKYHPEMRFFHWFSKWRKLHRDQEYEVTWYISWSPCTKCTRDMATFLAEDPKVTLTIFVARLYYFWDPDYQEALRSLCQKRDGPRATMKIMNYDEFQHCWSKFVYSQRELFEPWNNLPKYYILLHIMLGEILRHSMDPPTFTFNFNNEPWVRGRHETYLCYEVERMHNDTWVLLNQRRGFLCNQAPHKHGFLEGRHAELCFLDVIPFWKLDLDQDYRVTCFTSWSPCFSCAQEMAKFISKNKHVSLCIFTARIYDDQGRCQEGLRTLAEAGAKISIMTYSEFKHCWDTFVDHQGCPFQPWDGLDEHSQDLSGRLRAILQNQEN
CXCR6 block – CXCR6 (human) receptor inhibition; O00574; CHO-K1 PathHunter CXCR6 beta-arrestin, luminescence; inhibition, % at 20 µM; actives 0.36% (n = 360,000); in the data active = inhibition above about 34%, passing the limit was not always enough;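 also: antagonist mode with CXCL16 agonist at 10 nM final; 0% = 10 nM CXCL16 with DMSO and 100% = unstimulated wells without agonist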
Target sequence (O00574 whole entry, looked up): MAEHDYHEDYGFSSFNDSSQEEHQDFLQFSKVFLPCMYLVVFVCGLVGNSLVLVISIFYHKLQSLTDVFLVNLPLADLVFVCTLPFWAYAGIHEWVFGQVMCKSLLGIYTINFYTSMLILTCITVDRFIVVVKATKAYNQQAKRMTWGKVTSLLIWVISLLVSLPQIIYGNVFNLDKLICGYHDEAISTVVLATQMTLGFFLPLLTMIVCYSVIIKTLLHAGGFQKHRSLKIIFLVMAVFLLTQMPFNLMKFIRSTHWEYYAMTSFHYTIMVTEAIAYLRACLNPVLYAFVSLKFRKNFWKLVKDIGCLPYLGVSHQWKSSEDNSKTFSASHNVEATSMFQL
Gli-Sufu antag – Gli-Sufu pathway antagonism. Sufu-KO-LIGHT fibroblasts, Gli luciferase reporter luminescence. inhibition, % at 5 µM. actives 0.74% (n = 340,000). AID 588413;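 active = inhibition above about 55%, limit read from the data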;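 also: 0% = DMSO-treated cells and 100% = wells with medium but no cells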
GRIN3A LBD mod – modulates the human NR3A ligand-binding domain | actives 2.5% (n = 340,000) | Tm shift relative to glycine control, % at 25 µM | AID 1259313 | NR3A LBD differential scanning fluorimetry, Tm shift; 0% = protein alone, 100% = glycine-bound protein;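 active = melting temperature shift of at least 10% of the positive control shift, at one fixed dose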
EBI2 block – antagonists of human EBI2 receptor | inhibition, % at 5 µM | P32249 | EBI2 beta-arrestin recruitment, luminescence, 7a,25-OHC stimulated | actives 0.81% (n = 360,000); in the data active = inhibition above about 38%;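 also: enzyme fragment complementation signal reports receptor beta-arrestin coupling in cells; 0% = agonist plus DMSO wells and 100% = wells without agonist; some results beyond the cut were filed as inactive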
CCR6 antag – blocks CCL20-driven beta-arrestin recruitment at human CCR6; CHO-K1 CCR6 PathHunter beta-arrestin, luminescence, CCL20-stimulated; AID 493098; actives 0.49% (n = 340,000); P51684; inhibition, % at 20 µM;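 active = compounds whose inhibition of the agonist-driven luminescence signal at 20 µM reaches about 50%, limit read from the data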;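 also: cells stimulated with CCL20 at 14 nM final; plate controls were DMSO with CCL20 for no effect and DMSO without agonist for full effect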
Target sequence (P51684 whole entry, looked up): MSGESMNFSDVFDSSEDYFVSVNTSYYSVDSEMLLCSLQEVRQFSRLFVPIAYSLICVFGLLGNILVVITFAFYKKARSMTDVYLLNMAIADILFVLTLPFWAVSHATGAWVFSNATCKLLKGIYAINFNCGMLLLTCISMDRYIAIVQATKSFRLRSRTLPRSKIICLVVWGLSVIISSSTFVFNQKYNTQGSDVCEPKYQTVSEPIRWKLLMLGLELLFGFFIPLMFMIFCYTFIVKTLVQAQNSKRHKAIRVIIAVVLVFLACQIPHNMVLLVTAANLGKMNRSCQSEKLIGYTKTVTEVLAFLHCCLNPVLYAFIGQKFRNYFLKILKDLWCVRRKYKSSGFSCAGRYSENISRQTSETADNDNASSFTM
The depositor's hits bear a star; · = no result given.

SMILES	A3A deaminase	MPTP inh	APOBEC3G inh	CXCR6 block	Gli-Sufu antag	GRIN3A LBD mod	EBI2 block	CCR6 antag
CC(=O)OC1=Cc2c(ccc3ccc(=O)oc23)OC1(C)C	-1	-2.1	-6	-1	1	9	-11	11
Cc1ccc(NC(=O)CNc2ccc(Cl)c(Cl)c2)cc1S(=O)(=O)N(C)C	-2	96*	-3	-6	-5	19*	8	6
CCOC(=O)C1CCCN(S(=O)(=O)c2ccc3c(c2)NC(=O)CO3)C1 (stereo not given)	5	-0.9	20	-10	-10	0	0	0
CC(OC(=O)CCc1nc(=O)c2ccccc2n1C)C(=O)NCc1ccc2c(c1)OCO2 (stereo not given)	3	1.3	-4	8	-6	0	-10	8
O=C(NC1CCCc2ccccc21)c1cccc(Br)c1 (stereo not given)	-1	0.9	-3	-5	-24	-11	1	10
COCCCNC(=S)NC1CCCCC1	-3	-0.3	-4	7	14	-2	-17	6
COc1ccc(C(C)=O)cc1CSCc1cc(C(C)=O)ccc1OC	2	-1.0	-2	2	12	0	6	25
CC(=O)O[C@H](CC(=O)O)C[N+](C)(C)C	-2	-0.8	-3	-4	0	2	1	-8
OCCCNC(=S)NC1CCCC1	-6	0.6	-7	-1	5	0	4	4
CC(=O)c1c(C)[nH]c(C(=O)NCc2ccccc2Cl)c1C	-3	7.1	-6	-11	1	-2	4	-1
CCC(CC)c1nnc(NC(=O)C2CC(=O)N(CCc3ccc(OC)c(OC)c3)C2)s1 (stereo not given)	0	-1.4	-9	3	11	-1	-9	7
CCN(CC(=O)Nc1c(F)cccc1F)C(=O)c1ccc(S(=O)(=O)NCc2ccco2)cc1	-1	0.9	-10	7	2	0	-5	-1
CC(NC(=O)c1ccccc1)C(=O)OCn1nnc2ccccc2c1=O (stereo not given)	-2	-0.1	-4	4	29	1	-26	0
O=C1C2ON(c3ccccc3)C(c3cccnc3)C2C(=O)N1c1ccccc1 (stereo not given)	0	-0.8	1	-2	3	0	3	-6
CN(C)S(=O)(=O)c1ccc(C(=O)NCCN=C2NS(=O)(=O)c3ccccc32)cc1	-4	0.7	-8	-7	-6	-1	9	-7
Cc1ccc(/C=C/C(=O)OCC(=O)NCCN2C(=O)CSC2=O)cc1	0	-0.3	-6	-4	50	1	56*	-8
Cc1cc(C)n(S(=O)(=O)c2ccc(F)cc2)n1	-7	-0.5	-10	-3	4	0	-1	4
Cc1ccc(NC(=O)CSc2nc3nn(-c4ccccc4)c(=O)c-3c3n2CCCCC3)cc1F	5	0.8	-2	21	13	4	7	17
O=C(CCCN1C(=O)c2ccccc2C1=O)NCCCN1CCOCC1	-3	0.7	-1	0	5	4	-5	3
CCOC(=O)N1CCN(S(=O)(=O)c2cc(Br)cc3c2N(C(=O)CC)CC3)CC1	-2	0.6	-6	-4	1	-1	2	-2
O=C(NCc1ccco1)c1ccc(N2CCCCC2)c([N+](=O)[O-])c1	-2	0.1	-4	-1	-5	0	-5	14
O=C(CCNS(=O)(=O)c1ccc2ccccc2c1)NCCOc1ccccc1	-4	-3.1	-10	-1	-4	0	19	8
C=CCn1c(COc2ccc(F)cc2)nnc1SCC(=O)NC(=O)NCc1ccco1	26	0.6	8	0	0	-1	2	-1
COc1ccc(NC(C)=O)cc1S(=O)(=O)Nc1ccccc1C(=O)N1CCCC1	2	-1.0	-9	0	-6	1	0	-19
Cc1cccc(-c2nc(CSc3nc4c(c(=O)[nH]3)CCC4)c(C)o2)c1	-3	0.1	-3	1	-3	1	-26	0
CC(C)(C)c1ccc(S(=O)(=O)NNC(=O)C2CCN(Cc3cccc(F)c3)CC2)cc1	4	-2.9	4	-2	17	0	9	3
CCC(C)(C)NC(=O)C(c1cccc(OC)c1OC)N(CCC(C)C)C(=O)CCC(=O)Nc1cc(C)on1 (stereo not given)	1	-0.5	1	-3	1	1	3	9
CC(=O)NC(c1ccco1)c1cc(Cl)c2ccccc2c1O (stereo not given)	-3	0.3	-10	-14	2	-2	-17	9
CCc1ccc(OCC(=O)N(C)C)c(Br)c1	-1	-0.2	-3	1	-2	0	-2	2
COc1ccc(OC)c(S(=O)(=O)NC2CC(=O)N(c3cccc(F)c3)C2)c1 (stereo not given)	-3	0.1	-10	-3	6	6	-5	6
Cc1cc(OCc2nnc(SCC(=O)OC3CCCCC3)o2)ccc1Cl	-1	1.1	-3	-4	5	4	2	-16
CCC(C)N1C(=O)C2C(C(=O)Nc3cccc(OC)c3)C3C=CC2(O3)C1C(=O)NC1CCCCC1C (stereo not given)	0	-0.1	3	-5	-14	2	-7	7
Cc1nc(N2CCN(Cc3ccccc3)CC2)nc2c1C(=O)CCC2	·	16	·	1	29	-2	16	8
OC1(c2ccc(Cl)cc2)CCN(Cc2nc(-c3cnccn3)no2)CC1	4	0.5	-7	-4	-7	-1	-17	14
CCOC(=O)Nc1nnc(-c2ccccc2OC)s1	-3	3.7	-6	-7	-2	-1	-9	22
COC(=O)c1ccc(CSc2nnc(-c3ccccc3)n2C)o1	-3	-0.9	-4	-1	-4	0	-4	1
CC(NC(=O)c1ccc(Br)cc1)c1ccccc1 (stereo not given)	-1	0.8	1	-12	-4	0	-8	9
CC1CCCCN1CCCNC(=O)c1ccc(NC(=O)C2=CSCCO2)cc1 (stereo not given)	-3	-1.1	-3	-9	11	1	-11	2
COc1ccc(NC(=O)CN(C)C(=O)/C=C/c2cn(-c3ccccc3)nc2-c2ccc(C)cc2)cc1	-1	-1.9	-3	-6	4	6	21	2
COCCOC(=O)C1=C(C)NC2=C(C(=O)CCC2)C1c1ccc2c(c1)OCO2 (stereo not given)	-3	-0.3	-6	4	6	4	-7	11

For reference, part of the list above:
SMILES	A3A deaminase	MPTP inh	APOBEC3G inh	CXCR6 block	Gli-Sufu antag	GRIN3A LBD mod	EBI2 block	CCR6 antag
Cc1cc(OCc2nnc(SCC(=O)OC3CCCCC3)o2)ccc1Cl	-1	1.1	-3	-4	5	4	2	-16
CCC(C)N1C(=O)C2C(C(=O)Nc3cccc(OC)c3)C3C=CC2(O3)C1C(=O)NC1CCCCC1C (stereo not given)	0	-0.1	3	-5	-14	2	-7	7
Cc1nc(N2CCN(Cc3ccccc3)CC2)nc2c1C(=O)CCC2	·	16	·	1	29	-2	16	8
OC1(c2ccc(Cl)cc2)CCN(Cc2nc(-c3cnccn3)no2)CC1	4	0.5	-7	-4	-7	-1	-17	14
CCOC(=O)Nc1nnc(-c2ccccc2OC)s1	-3	3.7	-6	-7	-2	-1	-9	22

Later entries
SMILES	A3A deaminase	MPTP inh	APOBEC3G inh	CXCR6 block	Gli-Sufu antag	GRIN3A LBD mod	EBI2 block	CCR6 antag
Cc1ccc(C(=O)Nc2ccc(C(=O)N/N=C/c3cccnc3)cc2)cc1	-1	-0.5	5	-1	19	11*	8	-2
Cc1c(NC(=O)CSc2nc3ccccc3[nH]2)c(=O)n(-c2ccccc2)n1C	1	-1.1	-1	4	-5	1	-3	8
Cc1ccccc1Nc1c(F)c(F)c(F)c(F)c1C(=O)O	-3	1.0	-5	4	1	0	-7	-7
O=C(COC(=O)c1cc(-c2cccc(Br)c2)nc2ccccc12)NCC1CCCO1 (stereo not given)	-2	-0.3	-5	5	-10	-1	19	18
CCN(C(=O)CN1C(=O)/C(=C/c2ccccc2F)SC1=S)C1CCS(=O)(=O)C1 (stereo not given)	-3	-2.4	-5	-11	-6	3	12	-1
COCCn1c(SCC(=O)NC(=O)NC(C)C)nc2ccccc21	-1	0.1	-6	-2	-8	-7	-3	-17
O=C(/C=C/c1cccc(Br)c1)NCC1CCCCC1	-3	24	-6	-2	0	-10	43*	21
O=C(Nc1ccc(F)cc1F)c1c(C(F)(F)F)ccnc1Oc1ccc(Cl)cc1	7	3.9	1	6	8	0	10	13
CCN1CCc2c(OCc3ccc(C(=O)OC)o3)cccc2C1=O	0	1.5	-5	6	0	0	2	7
O=C(O)c1ccc(S(=O)(=O)N(CCc2ccccc2)Cc2ccc(Cl)cc2)cc1	2	1.3	-1	8	4	-9	-1	14
COc1cc2ncc(S(=O)(=O)c3ccccc3)c(N3CCC4(CC3)OCCO4)c2cc1OC	-1	4.2	-7	-8	12	-4	5	-4
COC/C=C/C1=CC2=CC(=O)C(C)(OC(=O)c3cnc4ccccc4n3)C(=O)C2=CN1Cc1ccccc1 (stereo not given)	6	-0.4	14	1	2	-5	8	12
O=C(Nc1cccc(C(=O)O)c1)Nc1ccccc1Cl	-5	0.4	-9	2	-61	-3	-4	0
Cc1ccc2[nH]c(C(=O)Nc3ccc(F)cc3)cc2c1	-3	13	-4	0	-23	5	12	0
CC(=O)N(CN1C(=O)C2C3C=CC(C3)C2C1=O)c1cccc(Cl)c1 (stereo not given)	-2	1.7	-8	-5	8	-2	-9	-8
COCCn1c(=O)[nH]c2cc(C(=O)N3CCN(c4ccccc4)CC3)ccc2c1=O	6	0.1	-3	0	25	0	2	-4
COC(=O)c1[nH]c2cc(C)ccc2c1NC(=O)CN1CCc2cc(OC)c(OC)cc2C1	-1	3.7	-8	-10	-1	-1	9	6
NS(=O)(=O)c1ccc(CNC(=S)Nc2ccc(Cl)c(Cl)c2)cc1	-3	1.2	0	-8	11	12*	6	15
c1ccc(-c2cc(N3CCOCC3)nc(-c3ccccc3)n2)cc1	-5	0.4	-6	3	-9	-3	-15	-19
Cc1ccc(C(=O)NNC(=O)Cc2csc(-c3csc(C)n3)n2)cc1	-2	-0.6	-7	2	-1	1	27	-11
N=C1C(=O)OCC1c1ccccc1NC(=O)c1ccccc1 (stereo not given)	-2	-0.2	-7	-4	4	-4	-7	3
Cc1onc(C(=O)N2CCC(C(N)=O)CC2)c1-c1ccccc1Cl	1	-1.6	0	-9	-14	1	-2	-9
CC(C)C(c1nnnn1Cc1ccccc1)N1CCN(Cc2ccc3c(c2)OCO3)CC1 (stereo not given)	0	2.6	8	-4	0	-1	15	27
O=C(NCC1CCCO1)Nc1ccc(Cl)cc1 (stereo not given)	3	2.0	5	1	-1	-1	-5	12
CCOC(=O)C1CCN(Cc2cn(C)nc2-c2ccc(Oc3ccccc3)cc2)CC1	1	-2.1	-2	3	20	-1	3	7
Cc1cc(C)nc(SCC(=O)Nc2nonc2N)n1	-1	-3.1	-6	-2	0	0	10	3
CCc1c(C)nc2ncnn2c1NCCc1ccc(OC)c(OC)c1	2	14	-3	-4	17	-1	4	-5
C/C(Cl)=C\CSc1nnc2n(N)c(=O)c3ccccc3n12	-1	0.2	0	3	2	0	-3	3
CC1CCCC(C)N1C(=O)COC(=O)c1nn(C)c(=O)c2ccccc12 (stereo not given)	-4	-2.0	-7	-9	4	-1	3	-3
CCCNC(=O)c1ccc2c(=O)c(O)c(C)[nH]c2c1	0	-0.2	-5	-21	-15	1	-20	2
Cc1nn(C)c(Cl)c1CN1CCCC(C(=O)Nc2cccc(-n3cccn3)c2)C1 (stereo not given)	0	-0.1	0	-7	36	1	-6	-6
CC(=O)NC(CCS(C)(=O)=O)C(=O)Nc1cccc(C(C)=O)c1 (stereo not given)	-2	-1.1	-4	-2	30	2	-15	-6
COc1ccc(CNS(=O)(=O)c2ccc(-n3cnnn3)c(C)c2)cc1	-2	-2.6	-9	-10	24	-2	2	-3
COc1cccc(NC(=O)CCc2nnc3ccc(N4CCC(C)CC4)nn23)c1	0	-1.8	-2	6	4	-1	-6	-9
COc1cc(OC)c(NC(=O)c2ccccc2F)cc1Cl	1	1.9	-3	3	-12	-1	7	13
CC(NC(=O)c1cc(-c2ccc3c(c2)OCO3)nc2ccccc12)C(C)(C)C (stereo not given)	0	4.4	-8	-3	-21	-4	12	16
O=C(COC(=O)c1c(Cl)ccc(Cl)c1Cl)NCC1CCCO1 (stereo not given)	-3	-0.9	-6	-6	20	2	-4	-7
Cc1ccc(S(=O)(=O)N/N=C2/CCCCC2C2CCCCC2)cc1[N+](=O)[O-] (stereo not given)	2	6.3	3	-1	-5	-3	0	7
COC(=O)c1ccccc1C(=O)N1CCCC(C(=O)c2cc(F)ccc2F)C1 (stereo not given)	3	3.1	-3	-1	6	1	-5	-7
